NPY-Y1 PAM-ag = NPY-Y1 receptor potentiators or agonists, primary screen, cell-based; NPY-Y1 expressing cells, potentiator/agonist activation; activation, % at 3.6 µM; Neuropeptide Y receptor type 1 (Homo sapiens), P25929; AID 1304, 2008; 220,000 compounds, 0.37% hits; in the data active = activation above about 33%, passing the limit was not always enough;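 also: cells stimulated with NPY at EC10 then isoproterenol at EC100; 0% = low agonist plus stimulus and 100% = saturating agonist plus stimulus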
Target sequence (P25929 whole entry, looked up): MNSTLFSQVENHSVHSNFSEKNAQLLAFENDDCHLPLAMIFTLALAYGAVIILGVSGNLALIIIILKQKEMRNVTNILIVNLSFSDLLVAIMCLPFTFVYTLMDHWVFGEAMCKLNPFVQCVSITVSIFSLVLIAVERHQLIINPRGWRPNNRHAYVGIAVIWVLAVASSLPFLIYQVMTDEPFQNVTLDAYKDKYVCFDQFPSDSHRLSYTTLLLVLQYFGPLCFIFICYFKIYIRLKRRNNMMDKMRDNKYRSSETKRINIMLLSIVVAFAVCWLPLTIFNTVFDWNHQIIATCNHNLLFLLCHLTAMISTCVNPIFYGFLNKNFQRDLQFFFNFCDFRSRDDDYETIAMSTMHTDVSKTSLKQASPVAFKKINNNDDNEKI
p97 ATPase inh = inhibitors of human p97 ATPase, primary screen, biochemical; recombinant p97 ATPase, Kinase-Glo ATP luminescence, 3 h; inhibition, % at 8 µM; 220,000 compounds, 0.42% hits; AID 1481, 2009; in the data active = inhibition above about 15%;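 also: 0% = DMSO vehicle and 100% = wells lacking enzyme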
eIF4E-4G inh = eIF4E–eIF4G protein interaction inhibitors, primary screen, biochemical, uHTS, TR-FRET, eIF4GI fragment; 220,000 compounds, 0.37% hits; TR-FRET eIF4E-eIF4GI(517-606) binding, 2 h; inhibition, % at 21.7 µM; AID 782, 2007; Eukaryotic translation initiation factor 4E (Mus musculus) + Eukaryotic translation …;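 active = inhibition above about 30%, limit read from the data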;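 also: 0% = full FRET control wells and 100% = background wells lacking eIF4GI fragment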
EP2 mod = EP2 receptor modulators, cAMP readout, primary screen, cell-based, HTRF cAMP, PGE2 stimulation. AID 940, 2007. 260,000 compounds, 0.83% hits. induction, % at 25 µM. EP2-expressing cells, cAMP HTRF FRET, PGE2 co-stimulation;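 active = compounds whose cAMP rise, as percent of the full-agonist control response, exceeds 60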;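 also: rat C6 glioma line stably carrying human EP2 under a CMV promoter; the protocol text gives 20 µM as final concentration; 100% = response of wells given 1 µM PGE2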
S1P4 antag = S1P4 receptor antagonists, primary screen, cell-based | Sphingosine 1-phosphate receptor 4 (Homo sapiens), O95977 | S1P4-expressing cells, antagonist mode, reporter read-out | inhibition, % at 4.98 µM | 220,000 compounds, 0.26% hits | AID 1510, 2009; in the data active = inhibition above about 29%;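 also: 0% = wells stimulated with agonist and 100% = vehicle wells without agonist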
Target sequence (O95977 whole entry, looked up): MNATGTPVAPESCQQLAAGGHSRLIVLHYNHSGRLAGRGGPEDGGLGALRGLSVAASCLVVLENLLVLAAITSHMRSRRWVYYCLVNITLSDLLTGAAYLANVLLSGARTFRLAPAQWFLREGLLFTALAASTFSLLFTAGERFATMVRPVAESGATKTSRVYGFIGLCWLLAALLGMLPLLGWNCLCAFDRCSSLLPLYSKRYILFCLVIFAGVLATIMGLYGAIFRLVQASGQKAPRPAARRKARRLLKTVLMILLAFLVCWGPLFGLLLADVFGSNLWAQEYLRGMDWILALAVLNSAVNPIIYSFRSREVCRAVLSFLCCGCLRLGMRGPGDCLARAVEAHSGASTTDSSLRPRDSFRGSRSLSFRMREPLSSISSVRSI
NPY2 pot ag = NPY-Y2 potentiators or agonists, primary screen, cell-based. 220,000 compounds, 0.45% hits. activation, % at 3.6 µM. Neuropeptide Y receptor type 2 (Homo sapiens), P49146. cells expressing NPY-Y2, potentiator/agonist read-out; in the data active = activation above about 27%;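 also: cells stimulated with NPY near EC25 plus isoproterenol at EC100; 0% = vehicle plus submaximal agonist and 100% = vehicle plus saturating agonist; some results beyond the cut were filed as inactive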
S1P4 ag = S1P4 receptor agonists, primary screen, cell-based. activation, % at 4.98 µM. 220,000 compounds, 0.35% hits. AID 1509, 2009. S1P4-expressing cell line, agonist reporter assay; in the data active = activation above about 11%;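 also: 0% = DMSO vehicle and 100% = reference agonist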
EP2 antag = human EP2 receptor antagonists, primary screen, TR-FRET cAMP, C6 glioma cells | C6 glioma cells expressing human EP2; cells stimulated with saturating PGE2 | inhibition, % at 25 µM | 260,000 compounds, 0.52% hits;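 active = percent inhibition above 40 after rounding to a whole number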;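 also: rat C6 glioma host cells with rolipram phosphodiesterase inhibitor present; the protocol text gives 20 µM as final concentration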
NPY Y1 blocker = NPY-Y1 receptor antagonists, primary screen, cell-based; Neuropeptide Y receptor type 1 (Homo sapiens), P25929; HEK293-CNG Y1 cells, membrane potential fluorescence; NPY at EC95, then isoproterenol; inhibition, % at 3.6 µM; 200,000 compounds, 1% hits; AID 1040, 2008;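 active = inhibition above the campaign mean inhibition of all tested compounds plus 3 SD, cut at about 20% in these data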;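 also: 0% = DMSO wells given NPY plus isoproterenol and 100% = isoproterenol alone without NPY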
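Assay system: HEK293 Y1/CNG channel cell line; Doses: single compound dose of 3.6 µM, 0.4% DMSO; Timing: dye 3 h, compound 60 min room temperature, stimulation 45 min; Technique: Membrane-potential fluorescent dye readout; Measure: % inhibition of NPY effect.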
* hit, by the source's call; . = no result given; [ ] = dose if it differs, or a comment. This is a subset; rates above refer to the full screens.

SMILES	NPY-Y1 PAM-ag	p97 ATPase inh	eIF4E-4G inh	EP2 mod	S1P4 antag	NPY2 pot ag	S1P4 ag	EP2 antag	NPY Y1 blocker
Cc1ccc(C(=O)Nc2cc(C)c(OCC(=O)N3CCOCC3)c(C)c2)cc1	-1	-4	1	39	-1	-5	1.4	5	5
CCc1ccccc1NC(=O)Cc1ccc(-n2cccc2)cc1	-9	2	-1	-3	-15	-1	-0.7	7	-1
CCOC(=O)c1ccc(NC(=O)CSC2=NC(=O)C(CC)C(=O)N2)cc1 (configuration not stated)	3	3	-2	5	11	5	-0.3	2	4
Cc1csc(N(C(=O)c2cccc(S(=O)(=O)N3CCCC3)c2)c2ccccc2)n1	2	-4	2	-53	4	-11	2.1	9	6
Cc1ccc(-n2ncc(Cl)c2C(=O)NC2CC2)cc1	-26	-3	-1	-27	8	-17	0.0	6	-1
Cc1c(NC(=O)C(=O)/C=C(\O)c2ccc(Cl)cc2)c(=O)n(-c2ccccc2)n1C	-3	-2	-7	23	-13	-10	0.9	10	1
CCOC(=O)N1CCN(C(=O)c2ccc(CN(c3ccccc3)S(C)(=O)=O)cc2)CC1	-19	-1	0[fluorescence artefact?]	9	0	-1	0.3	7	6
Cc1cccc(NCN2C(=O)C3C4C=CC(C4)C3C2=O)c1 (configuration not stated)	1	-6	-10	25	-26	10	4.0	2	4
COc1cccc(OCC(=O)NNC(=O)CCc2ccccc2)c1	1	12	3	10	10	-3	0.1	1	-1
O=C(CSc1ccccn1)Nc1ccc2c(c1)oc1ccccc12	-12	-1	4[fluorescence artefact?]	-58	-13	-10	-0.2	19	10
Cc1nn(CC(=O)NN)c(C)c1Br	1	-4	-1	-19	8	-6	1.3	6	.
O=S(=O)(NCc1ccc(Cl)cc1)NCc1ccccc1F	12	4	-3	22	7	-9	0.0	10	1
COc1ccc(OC(C)C(=O)Nc2cccnc2)cc1 (configuration not stated)	21	4	2[fluorescence artefact?]	17	-27	7	0.0	8	-1
Cc1ccc(C(c2c(C)n(C)n(-c3ccccc3)c2=O)c2c(C)n(C)n(-c3ccccc3)c2=O)s1	12	3	1	-3	5	3	-3.0	6	4
O=C(CN1C(=O)NC2(CCc3ccccc3C2)C1=O)Nc1ccc(F)cc1 (configuration not stated)	-32	3	0	-12	5	-2	-2.0	7	1
CCn1c(C)nc2cc(C(=O)NNC(=S)Nc3ccc(Cl)cc3)ccc21	-9	8	-8	-3	-21	10	0.3	6	.
CC1=CS(=O)(=O)CC1Sc1nc2ccccc2[nH]1 (configuration not stated)	11	8	1	9	-18	-3	2.2	14	12
Cc1cc(C)nc(SCC(=O)N/N=C/c2cccs2)n1	-9	7	3[fluorescence artefact?]	13	-19	13	-1.2	2	0
CCOC(=O)c1c(C)n(OCc2ccccc2)c2ccc3nonc3c12	-11	1	-5	42	13	4	1.2	10	14
CCc1ncc(C(=O)c2ccc(OC)cc2)n1C	-14	2	2	7	4	0	1.8	4	29*
COc1ccc(CNC(=O)C(c2ccncc2)N(C(=O)Cc2cccs2)c2cccc(C)c2)cc1 (configuration not stated)	-7	-1	-7	-4	-11	0	-0.9	7	-1
CN(C)S(=O)(=O)c1ccc2c(c1)c(=O)c(C(=O)NCCCN1CCCCCC1)cn2C	2	1	7	7	-27	-5	0.6	10	0
CN(C)S(=O)(=O)N(CC(=O)Nc1ccc2ccccc2c1)c1ccccc1	-17	-7	-1	-19	5	-5	1.8	8	4
O=C(Cn1nnc(-c2ccc(CN3CCOCC3)cc2)n1)Nc1nc(-c2ccccc2)cs1	6	2	-2	-12	-7	6	0.0	6	-6
O=C(NCCCn1ccnc1)C(=O)NCC1OCCN1S(=O)(=O)c1ccc2c(c1)OCCO2 (configuration not stated)	-4	5	-7	-6	-12	15	0.2	12	.

The list continues.
SMILES	NPY-Y1 PAM-ag	p97 ATPase inh	eIF4E-4G inh	EP2 mod	S1P4 antag	NPY2 pot ag	S1P4 ag	EP2 antag	NPY Y1 blocker
COc1ccc(OC)c(NC(=O)Cc2coc3ccc4ccccc4c23)c1	-1	0	-8	35	-21	-3	-0.4	25	4
Cc1c(Nc2nc(C(F)(F)F)nc3ccccc23)c(=O)n(-c2ccccc2)n1C	10	2	-1	-12	-6	12	0.7	7	1
CC(OC(=O)CCCOc1ccccc1)C(=O)NC(N)=O (configuration not stated)	-2	2	9	2	-2	-4	1.4	6	1
O=C(Nc1ccc(C(=O)N2CCCC2)cc1)c1ccccc1F	11	-4	-13	22	2	14	-1.0	4	-2
O=C(Nc1ccc(Cl)cc1)Nc1nnc(CSCc2ccccc2Cl)s1	0	6	1	3	20	-6	-0.2	2	0
COC(=O)C(NNc1ccccc1)(NC(=O)c1cccc(F)c1)C(F)(F)F (configuration not stated)	13	0	1	-2	-2	-3	-0.1	4	2
CC(=O)c1c(C)[nH]c(C(=O)CSc2nnc(-c3ccccc3)o2)c1C	3	1	-7	-32	-12	-2	-0.6	19	2
Cc1c(NC(=O)C2CCCN2S(=O)(=O)c2ccccc2)c(=O)n(-c2ccccc2)n1C (configuration not stated)	-5	-3	0	15	-4	5	2.6	11	0
Cc1ccc2cc(CN(CC3CCCO3)C(=S)Nc3ccccc3)c(=O)[nH]c2c1 (configuration not stated)	2	4	3	5	-12	3	4.5	6	8
COc1cc(C(=O)NCCc2ccc(S(N)(=O)=O)cc2)cc(OC)c1OC	-1	-1	0	31	-10	3	0.4	7	-5
CCOC(=O)N1CCc2c(sc(NC(=O)Cc3ccccc3)c2C(=O)c2ccc(OC)cc2)C1	-14	7	6	20	10	-18	0.9	15	.
CC(/C=N/NC(=O)Cc1cccn1C)=C\c1ccco1	-20	3	-2[fluorescence artefact?]	-1	-9	5	0.2	1	2
Cc1c(Cl)cccc1NC(=S)N1CCN(c2ccc([N+](=O)[O-])cn2)CC1	28	4	-4	31	2	17	0.7	10	.
Oc1ccc(Cl)cc1/C=N/c1nccs1	4	4	6[fluorescence artefact?]	24	-10	3	-3.2	8	-6
CCCCCCC(=O)c1c(C)[nH]c(C(=O)OCC)c1C	7	0	0	28	-3	3	0.4	2	4
CCOC(=O)c1c(C)[nH]c(C(=O)/C(C#N)=C/c2ccc(OC(F)F)c(OC)c2)c1C	-9	7	1	12	-17	16	0.5	13	-4
O=C(O)CCC(=O)Nc1cccc(C(=O)Nc2cccc(Cl)c2)c1	-21	0	-2	23	-13	-2	-0.6	11	1
COC(=O)c1c(C)[nH]c(/C=N/Nc2ccccc2)c1C	18	6	-3	-22	3	8	-0.2	6	.
CN1CCN(C(=O)C2CCN(S(=O)(=O)c3cnc[nH]3)CC2)CC1	16	6	8[fluorescence artefact?]	11	-10	-3	-0.3	12	3
Cc1c(NS(=O)(=O)c2cccs2)c(=O)n(-c2ccccc2)n1C	9	5	-12[fluorescence artefact?]	20	7	-2	1.4	16	-6
O=C(c1ccc2c(c1)OCO2)C1CCCN(Cc2ccc3cccc(F)c3n2)C1 (configuration not stated)	-5	-4	-2	-68	1	-30	0.1	5	13
O=C(O)CCN1C(=O)c2ccc(NC(=O)CSCc3ccccc3)cc2C1=O	-12	-2	-3	-13	-6	-5	-0.2	8	-1
CN(c1ccccc1)c1nc(N)c([N+](=O)[O-])c(N2CCCCCC2)n1	3	0	-4	-7	-14	2	1.2	10	.
CCCCOC(=O)n1c(SCC(=O)N(CC)CC)nc2ccccc21	-11	-11	-5	14	-36	-12	2.0	2	18
CCCCCC(=O)NC(Cc1ccc(OC)c([N+](=O)[O-])c1)C(=O)O (configuration not stated)	-3	6	4	-5	-5	7	-1.5	10	0

Further compounds
SMILES	NPY-Y1 PAM-ag	p97 ATPase inh	eIF4E-4G inh	EP2 mod	S1P4 antag	NPY2 pot ag	S1P4 ag	EP2 antag	NPY Y1 blocker
CC[n+]1c(/C=C/c2c[nH]c3ccccc23)ccc2cc(C)ccc21	4	-10	32*	-80	14	2	0.1	15	5
CCOC(=O)CSc1nnc(NC(=O)c2cccc([N+](=O)[O-])c2C)s1	9	-5	3	16	-11	-1	-0.2	3	3
CCOC(=O)c1c(C)oc2c1c(C(c1ccncc1)N1CCOCC1)c(O)c1ccccc12 (configuration not stated)	-32	1	26[fluorescence artefact?]	18	-15	-1	0.5	10	6
COc1ccc(-n2c(SCC(=O)/C(C#N)=C(\C)N)nc3ccccc3c2=O)cc1OC	-1	-2	-3	-28	7	-1	0.9	2	.
Cc1cc(C(=O)N/N=C/c2c[nH]c3ccccc23)cs1	16	9	3	-44	1	1	1.1	7	3
CCOc1ccc(S(=O)(=O)N/N=C(\C)Cc2ccc(OC)cc2)cc1	-14	4	-4	13	1	-9	0.4	13	13
CCCCNC(=S)NNC(=O)c1cc(C)on1	12	2	-11	19	-20	1	-1.4	0	5
CCc1ccccc1NC(=S)N1CCC(NC(=O)c2ccc(OC)cc2)CC1	2	-3	-1	-39	-18	0	1.1	4	2
COCCn1c(SCC(=O)c2[nH]c(C)c(C(C)=O)c2C)nc2ccccc2c1=O	-9	1	-3	-10	-12	-13	0.4	7	.
O=C(Nc1ccccn1)c1cc(-c2cccnc2)nc2ccc(Br)cc12	3	-3	6	32	-10	1	0.0	12	4
O=C(Cc1cccs1)Nc1ccc2c(c1)C(=O)OC2	7	2	-9	24	0	4	-0.5	10	1
CC(C)Oc1ccc(C(=O)NC(=S)N2CCOCC2)cc1	-37	7	0	30	-7	3	3.9	7	-5
Cn1nccc1NC(=O)NC(=O)c1c(Cl)cccc1Cl	2	3	0	0	5	-18	0.5	7	.
CNC(=O)c1c(NC(=O)c2cccc(N3C(=O)CCC3=O)c2)sc2c1CCCC2	3	2	-2	-13	11	4	1.7	10	.
COc1ccccc1OCc1nc(-c2ccc([N+](=O)[O-])cc2)no1	-12	0	7	-27	0	-6	0.9	7	10
O=C1CCCN1CCCNc1ncnc2c1cnn2-c1ccc(Cl)cc1	19	-2	-5	-15	-12	15	0.3	10	3
O=C(CC1SC2=NCCN2C1=O)Nc1ccccc1 (configuration not stated)	12	3	3[fluorescence artefact?]	-5	4	1	-0.1	6	2
CCc1ccc2c(c1)cc(C)c1nnc(SCC(=O)Nc3cc(OC)c(OC)cc3C(=O)O)n12	7	-1	5	18	-25	-20	3.0	5	3
COc1cc([N+](=O)[O-])c2ncsc2c1	-9	4	11[fluorescence artefact?]	24	-5	9	0.7	11	2
Cc1cc(C#N)c(SCC(N)=O)nc1-c1ccc(F)cc1	-5	4	-3	66*	-7	-8	2.0	13	3
CC(C)(C)CC(C)(C)NC(=S)NC1CCN(Cc2ccccc2)CC1	18	2	-1	-15	-26	4	1.4	12	1

4 compounds from above, sorted by count of non-hydrogen atoms, rising.
SMILES	NPY-Y1 PAM-ag	p97 ATPase inh	eIF4E-4G inh	EP2 mod	S1P4 antag	NPY2 pot ag	S1P4 ag	EP2 antag	NPY Y1 blocker
COc1cc([N+](=O)[O-])c2ncsc2c1	-9	4	11[fluorescence artefact?]	24	-5	9	0.7	11	2
Cn1nccc1NC(=O)NC(=O)c1c(Cl)cccc1Cl	2	3	0	0	5	-18	0.5	7	.
O=C1CCCN1CCCNc1ncnc2c1cnn2-c1ccc(Cl)cc1	19	-2	-5	-15	-12	15	0.3	10	3
CCc1ccc2c(c1)cc(C)c1nnc(SCC(=O)Nc3cc(OC)c(OC)cc3C(=O)O)n12	7	-1	5	18	-25	-20	3.0	5	3

Screening results: PubChem, several laboratories
